Screens (PubChem BioAssay)
PLAP inhibition: PLAP enzyme inhibitors, biochemical, luminescence, HTS (AID 690); one-dose inhibition, % at 20 µM; IC50 in µM for titrated hits; 0.08% of 96,000 active; purified PLAP, luminescent substrate; higher % means a stronger effect; in the data active means a potency from the dose series; inactive means the rest, 99 in 100 with inhibition below about 30%; further: strong numbers were not always called active
MRP resist rev: MRP-mediated drug resistance reversal; H69AR cells + 2 uM doxorubicin, CellTiter-Glo, 72 h; 0.04% of 85,000 active; AID 602; differential viability (reversal), % at 10 µM;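 active means viability drop by adding the cancer drug above about 55%, with treated viability meeting a 40% cutoff, limit read from the data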;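 further: viability without doxorubicin minus viability with 2 µM doxorubicin for each compound; larger differential means the compound sensitizes cells more to doxorubicin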
IL1B NFkB pot: enhances IL-1B driven NFkB nuclear translocation; activation, % at 2 µM; 0.3% of 94,000 active; HUVEC IL-1B NFkB p65 nuclear translocation imaging;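 active means activation above 40%, about the mean plus 3 SD, also judged a hit on visual image review; inconclusive means activation above 40% but not a hit on visual review; inactive means activation not above 40% and no visual hit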;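 further: percent activation is computed from the nuclear over cytoplasmic p65 intensity ratio; values of inactives mirror those of a sister screen read the other way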
IL1B NFkB inh: blocks IL-1B driven NFkB nuclear translocation in HUVEC cells | HUVEC IL-1B NFkB p65 nuclear translocation imaging | inhibition, % at 2 µM | 0.43% of 94,000 active;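 active means inhibition above about 30% together with a positive call from visual inspection of the well image, limit read from the data; inconclusive means inhibition above a set limit but visual check negative; inactive means inhibition not above a set limit, visual check negative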;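 further: nuclear over cytoplasmic p65 intensity ratio measured by imaging; 0% = IL-1B stimulated DMSO wells and 100% = unstimulated DMSO wells; values of inactives mirror those of a sister screen read the other way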
Bcl-B displacement: displacers of TR3 peptide from Bcl-B, primary screen, selectivity assay for Bfl-1 inhibitor project, biochemical, fluorescence polarization | displacement, % at 20 µM, or IC50 in µM where a hit was titrated | 0.11% of 96,000 active | FP displacement of FITC-TR3 peptide from Bcl-B; higher % means a stronger effect | AID 748;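 active means displacement above 50% at 20 µM plus a fluorescence interference ratio under 1.5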;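 further: plate controls were wells without compound for no effect and wells lacking Bcl-B protein for full effect; a part of the inactive calls stands beside numbers as strong as those of hits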
MRP resist rev cytotoxicity: also measured in MRP resist rev; calls as there; viability, %; H69AR cells, CellTiter-Glo, 72 h; measured here: cytotoxicity without doxorubicin
MRP resist rev with doxorubicin: also measured in MRP resist rev; calls as there; viability, %; measured here: viability with 2 uM doxorubicin; active compounds read low
IL1B NFkB inh cell count 2 µM: second read-out of IL1B NFkB inh, no call of its own (marks repeat the call); cell count; measured here: cells passing quality filter;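 raw number of nuclei counted in each imaged well without normalization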
IL1B NFkB pot cell count 2 µM: further read-out of IL1B NFkB pot, marked with its call; cell count; measured here: cells passing quality filter
* hit, by the source's call; ? = inconclusive; · = no result given. Only part of the results is shown; count on the stated rates, not on these rows.

SMILES	PLAP inhibition	MRP resist rev	MRP resist rev cytotoxicity	MRP resist rev with doxorubicin	IL1B NFkB pot	IL1B NFkB pot cell count 2 µM	IL1B NFkB inh	IL1B NFkB inh cell count 2 µM	Bcl-B displacement
O=C(NCCC1=CCCCC1)C(c1ccccc1)c1ccccc1	10%	·	·	·	8	115	0	169	-3%
O=C(C1CCN(S(=O)(=O)c2cccc3nsnc23)CC1)N1CCn2c1nc1ccccc12	-7%	-12	102	114	21	188	-21	188	2%
c1ccc(CNc2nc3ccccc3[nH]2)cc1	-4%	-7	78	85	19	165	-19	165	-1%
CCOC(=O)CSc1nc2cc(C(=O)OC)ccc2c(=O)n1CCN1CCOCC1	-14%	-17	88	105	-2	159	2	159	-4%
Nc1ccc(Nc2ccccc2)c(Cl)c1	-12%	·	·	·	-2	96	2	96	4%
O=C(CSc1nnc(C2COc3ccccc3O2)o1)N1CCCc2ccccc21 (stereo unspecified)	20%	-7	78	85	9	146	-9	146	-3%
COCc1cc(=O)n2[nH]c(-c3ccccc3)cc2n1	-7%	19	95	76	-5	172	5	172	5%
O=C(NCc1cccs1)C1CCCN1C(=O)NC1CCCCC1 (stereo unspecified)	25%	11	99	87	-9	110	8	110	2%
O=C(Nc1ccccc1NC(=O)c1ccco1)c1ccco1	1%	11	96	85	-9	209	9	209	-9%
O=S(=O)(c1cccc(S(=O)(=O)N2CCC(N3CCCCC3)CC2)c1)N1CCOCC1	-49%	·	·	·	-22	102	22	102	-6%
CC(=O)c1ccc(NC(=O)Nc2ccc(NS(=O)(=O)c3ccc(C)cc3)cc2)cc1	1%	·	·	·	-12	166	12	166	-2%
OCCOCCn1c2ccccc2c2ccccc21	-13%	-6	88	94	6	87	-6	87	-3%
Cc1cc(C)c[n+](-c2nc3ccccc3nc2C(=C=[N-])C#N)c1	35%	·	·	·	1	152	-1	152	-3%
Cn1c(=N)n(CC(=O)c2cccs2)c2ccccc21	6%	·	·	·	-8	183	8	183	-18%
CC1(C)C(c2ccco2)=[N+]([O-])C2(CCCCC2=O)N1O (stereo unspecified)	·	6	103	97	9	162	-9	162	·
CCOC(=O)c1sc(C)c2c1NC(C)(c1cccc3ccccc13)NC2=O (stereo unspecified)	-84%	-2	103	105	-1	61	1	61	-32%
CC(C)CC(NS(=O)(=O)c1ccc2c(c1)oc(=O)n2C)C(=O)N1CC=C(c2ccccc2)CC1 (stereo unspecified)	-154%	22	90	67	-5	174	5	174	12%
O=C(Nc1ccc(-c2nc3ccccc3s2)cc1)c1cc(-n2cnnc2)ccc1Cl	-16%	·	·	·	?	·	-73	142	0%
Nc1ncnc2nc(SCc3ccc(Cl)cc3Cl)[nH]c12	-126%	·	·	·	-3	155	3	155	-12%
Cc1ccc(-n2c(Cc3cccn3C)nnc2SCC(=O)NCc2ccco2)cc1	-39%	-18	85	104	1	58	-1	58	-5%
Cc1cc(C)n(CC(=O)N/N=C/c2ccc(C)o2)n1	20%	10	109	98	8	171	-8	171	-14%
COc1ccc(/C=C2\NC(=S)N(CC3CCCO3)C2=O)c(OC)c1 (stereo unspecified)	8%	·	·	·	-2	162	2	162	-1%
Cc1cc(Cl)ccc1OC(C)C(=O)N1CCCN(C(=O)C(C)Oc2ccc(Cl)cc2C)CC1 (stereo unspecified)	-39%	·	·	·	-1	170	1	170	-3%
c1ccc2c(N3CCCC3)nc(-c3ccncc3)nc2c1	7%	-9	56	65	7	181	-7	181	-7%
O=C(Cc1ccccc1)Nc1ccc(C(=O)O)cc1	·	-8	96	104	-7	117	6	117	·
CCOC(=O)N1CCN(C(=O)c2ccc(N(Cc3ccc(C)cc3)S(C)(=O)=O)cc2)CC1	-62%	-11	90	102	2	103	-2	103	-3%
C/C(CC(=O)Nc1cccc2c1CCCC2)=N\NC(=O)c1ccccc1N	-48%	·	·	·	2	129	-2	129	-3%
CSc1nc(N2CCOCC2)c2c3c(sc2n1)CCCC3	-4%	-26	84	110	-4	106	4	106	-3%
CC1(c2ccc3c(c2)OCO3)NC(=O)N(CC(=O)Nc2ccc(N3CCOCC3)cc2)C1=O (stereo unspecified)	-43%	-14	96	110	23	138	-23	138	67%
O=c1nc2n(c3ccc(Br)cc13)CCS2	·	2	81	79	9	151	-9	151	·
CCC(=NC(C)c1ccccc1)c1c(O)n(C)c(=O)n(C)c1=O (stereo unspecified)	-23%	-5	93	98	8	187	-8	187	15%
CC(C)NS(=O)(=O)c1ccc(N2C(=O)c3ccccc3C2=O)cc1	-18%	12	101	89	5	70	-5	70	-3%
CC1=NN(c2ccccc2)C(=O)C1(C)C	-4%	-12	88	100	-50	163	50*	163*	-7%
O=C(CSc1nccn1-c1ccccc1)Nc1ccc2c(c1)OCO2	-29%	1	97	95	-7	139	7	139	-5%
Cc1ccc2c(c1)C1CCCC3C1N2CC(=O)N3Cc1ccccc1 (stereo unspecified)	-34%	3	84	80	-2	73	2	73	-12%
CC1CC(N(C(=O)c2ccc(Cl)cc2)c2ccccc2)c2ccccc2N1C(=O)c1ccco1 (stereo unspecified)	-57%	5	78	73	9	88	-10	88	-26%
Cc1nn(C)c(C)c1S(=O)(=O)NC1CCCc2ccccc21 (stereo unspecified)	4%	3	91	89	29	194	-29	194	6%
CN(CCc1ccccn1)Cc1ccc(Cl)cc1	-19%	8	97	89	-6	154	6	154	-8%
Cc1ccc(N(C(=O)CC2NC(=O)NC2=O)C2(C(=O)NC3CCCC3)CCCCC2)cc1 (stereo unspecified)	-68%	8	108	100	·	·	·	·	-2%
O=C(Nc1cccnc1)c1cc(-c2ccc(Br)cc2)on1	18%	·	·	·	-14	52	14	52	0%
Cc1c(O)ccc(C(=O)COc2ccc(F)cc2)c1O	-5%	23	102	79	-4	181	4	181	-10%
COc1ccc(OCCn2cc(/C(N)=N/O)c3ccccc32)cc1	16%	-13	58	71	-11	79	11	79	12%
CCOC(=O)c1c(C)c(C(=O)Nc2cc(OC)ccc2OC)c(C)n1CC	-3%	11	95	85	1	126	-1	126	5%
Cc1ccc(NS(=O)(=O)c2ccc(NC(=O)c3cccs3)cc2)cc1	-3%	·	·	·	-8	131	8	131	-2%
CCNC(=S)NNC(=O)Cn1nc(C)cc1C	-87%	·	·	·	-4	102	4	102	-4%

Arranged by molecular weight (lowest first): some entries from above.
SMILES	PLAP inhibition	MRP resist rev	MRP resist rev cytotoxicity	MRP resist rev with doxorubicin	IL1B NFkB pot	IL1B NFkB pot cell count 2 µM	IL1B NFkB inh	IL1B NFkB inh cell count 2 µM	Bcl-B displacement
CCNC(=S)NNC(=O)Cn1nc(C)cc1C	-87%	·	·	·	-4	102	4	102	-4%
Cc1nn(C)c(C)c1S(=O)(=O)NC1CCCc2ccccc21 (stereo unspecified)	4%	3	91	89	29	194	-29	194	6%
COc1ccc(OCCn2cc(/C(N)=N/O)c3ccccc32)cc1	16%	-13	58	71	-11	79	11	79	12%
O=C(Nc1cccnc1)c1cc(-c2ccc(Br)cc2)on1	18%	·	·	·	-14	52	14	52	0%
O=C(CSc1nccn1-c1ccccc1)Nc1ccc2c(c1)OCO2	-29%	1	97	95	-7	139	7	139	-5%
Cc1ccc(NS(=O)(=O)c2ccc(NC(=O)c3cccs3)cc2)cc1	-3%	·	·	·	-8	131	8	131	-2%

(listing goes on)
SMILES	PLAP inhibition	MRP resist rev	MRP resist rev cytotoxicity	MRP resist rev with doxorubicin	IL1B NFkB pot	IL1B NFkB pot cell count 2 µM	IL1B NFkB inh	IL1B NFkB inh cell count 2 µM	Bcl-B displacement
O=C(Nc1cccnc1Cl)c1cccnc1Cl	-26%	3	87	85	25	171	-25	171	1%
O=C(Nc1cccc(-c2cn3cccnc3n2)c1)c1ccco1	4%	-8	78	86	0	152	0	152	-4%
Cc1cc2cc3c(N)[nH]nc3nc2cc1C	13%	·	·	·	8	196	-8	196	-6%
Cc1nn(-c2ccccc2)c2c1C(c1ccc(O)c(O)c1)N1C(=N2)C(Nc2ccccc2)=Nc2ccccc21 (stereo unspecified)	-49%	-63	21	84	9	161	-9	161	68%
COc1ccc(NC(=O)Cn2nnc(C(=O)NCCc3ccc(OC)c(OC)c3)c2N)cc1	3%	4	93	89	·	·	·	·	-13%
CCCN(CCO)Cc1ccc(F)c(Br)c1	9%	·	·	·	18	55	-18	55	-12%
COc1ccc(/C=N/NC(=O)c2cc(-c3ccc(C)cc3C)nc3ccccc23)cc1COC(C)=O	12%	·	·	·	1	185	-1	185	-7%
CCOC(=O)c1c(C)c(C(=O)N2CCCCCC2)c(C)n1CC	-35%	19	88	69	·	·	·	·	-7%
N#CCSc1ccsc1C(=O)Nc1ccc(F)cc1	17%	·	·	·	16	208	-16	208	-6%
Cc1ccc(Nc2nc(C(=O)NCCCN3CCOCC3)cs2)cc1	-60%	7	85	78	4	92	-4	92	3%
COC(=O)Cc1cc(=O)[nH]c(/N=C(\N)Nc2ccc(C)cc2)n1	-106%	8	88	80	9	83	-9	83	2%
CNC(=O)C1CC(=O)N(Cc2ccccc2)C(=Nc2ccc(OC)cc2)S1 (stereo unspecified)	-56%	2	86	85	-2	100	2	100	3%
Cc1ccc(C)n1NC(=O)c1ccc(Cl)cc1Cl	-26%	-21	95	116	5	125	-5	125	-4%
COCCN1C(=O)C(=O)/C(=C(/O)c2ccc(S(=O)(=O)N3CCOCC3)cc2)C1c1ccc(C(C)C)cc1 (stereo unspecified)	-40%	·	·	·	-4	118	4	118	-14%
Cc1ccc(S(=O)(=O)N2CCOCC2)cc1NC(=O)COC(=O)CCC(=O)c1cccs1	-26%	-4	73	76	10	169	-10	169	1%
O=C(OC1CCOC1=O)c1cncc(Br)c1 (stereo unspecified)	-14%	-4	81	85	8	105	-8	105	5%
NC(=O)C1CCN(c2ncnc3c2c(-c2ccccc2)cn3-c2ccccc2)CC1	-33%	-4	61	65	20	186	-20	186	0%
CC(CN1CCOCC1)OC(=O)COc1ccc(F)cc1 (stereo unspecified)	-8%	7	93	86	-4	228	4	228	-6%
CCn1c(CSCc2ccc(F)cc2)nnc1SCC(=O)N1CCN(c2ccccc2)CC1	-75%	·	·	·	10	135	-10	135	10%
N#C/C(C(=O)NCc1ccccc1)=C1\SC(CCO)C(=O)N1c1ccccc1 (stereo unspecified)	·	·	·	·	-4	119	4	119	·
CCc1ccc(NC(=O)CSc2nnc(COc3ccc4c(c3)CCCC4)o2)cc1	12%	13	98	85	23	144	-23	144	-10%
CCOC(=O)c1c(NC(=O)c2c(Br)cnn2CC)sc(C)c1C	·	5	71	66	1	60	-1	60	·
O=C(c1ccco1)N1CCN(C(=O)C(Cc2ccccc2)NS(=O)(=O)c2cccs2)CC1 (stereo unspecified)	-27%	-3	67	69	10	163	-10	163	-27%
CC1(C)CC(NC(=O)c2ccccc2Cl)CC(C)(C)N1	5%	-13	80	93	-12	106	12	106	0%
CCCC(=O)Nc1ccccc1NC(=O)c1cc(OC)c(OC)c(OC)c1	-13%	9	87	78	-8	159	8	159	-17%
COc1ccc(-n2nnc3c(SCC(=O)Nc4ccc5c(c4)OCCO5)ncnc32)cc1	7%	-2	91	93	6	102	-6	102	-20%
FC(F)(F)c1cc(-c2ccco2)nc(NCCc2ccccc2)n1	8%	-18	24	42	-7	150	7	150	2%
O=C(CSc1c[nH]c2ccccc12)N1CCOCC1	-2%	-9	76	85	-11	95	11	95	-15%
COc1ccc(-c2cc(C(F)(F)F)nc(NCc3ccco3)n2)cc1OC	-6%	11	84	73	7	143	-7	143	-4%
Cn1cccc1Cc1nnc(SCC(=O)NC2CCCC2)n1-c1ccc(F)cc1	-27%	15	94	79	2	145	-2	145	6%
CC(C)(CNC(=O)c1ccc([N+](=O)[O-])c(Cl)c1)CNC(=O)c1ccc([N+](=O)[O-])c(Cl)c1	-23%	·	·	·	-3	164	3	164	1%
